IMP-1 inh = blocks Pseudomonas aeruginosa IMP-1 metallo-beta-lactamase; 290,000 tested, 0.45% active; AID 1556; inhibition, % at 5.6 µM; purified IMP-1, nitrocefin hydrolysis, epi-absorbance fluorescence;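 active = inhibition above the mean plus 3 SD of all compounds in the same screening run, cut at about 4.5% in these data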;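 also: 0% = IMP-1 with DMSO and 100% = DMSO wells lacking enzyme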
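Test system: recombinant IMP-1 enzyme, purified / Medium: HEPES buffer pH 7.1 with ZnSO4 and Brij 35 / Doses: single dose, 5.6 µM / Times: 25 °C, 15 min preincubation, 25 min reaction / Detection: Epi-absorbance via hydrolysed-nitrocefin quenching of white-plate fluorescence, 480/530 nm, EDTA stop / Evaluation: percent inhibition from optical density relative to buffer-blank wells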
PHOSPHO1 block = PHOSPHO1 (human) inhibition; Q8TCT1; recombinant PHOSPHO1, absorbance phosphatase assay; inhibition, % at 13.3 µM; 290,000 tested, 1.1% active; AID 1565; in the data active = inhibition above about 60%
FID counter = counter-screen for HCV NS3 helicase inhibitors: DNA intercalator displacement; DNA fluorescent intercalator displacement, fluorescence; inhibition, % at 7.9 µM; 290,000 tested, 0.17% active; AID 1845; in the data active = inhibition above about 37%;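 also: 0% = vehicle and 100% = reference compound; higher means more ethidium bromide displaced from hairpin DNA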
MEKK3 PB1 HTS = modulators (inhibitors or enhancers) of MEK5 binding to human MEKK3 PB1 domain. AID 1529. binding response (% of control), % at 10 µM. Q99759. 290,000 tested, 1.4% active. bead-based flow cytometry, Alexa488-MEK5 binding to MEKK3; actives lie on both sides; 0 = blocked by unlabeled MEK5, 100 = vehicle;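 active = binding response more than 3 SD above or below the average of its plate-row segment, actives on both sides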;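 also: Alexa488 bead fluorescence after subtracting the streptavidin-only scavenger bead signal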
HCV NS3 hel inh = blocks Hepatitis C virus NS3 helicase unwinding; NS3 helicase DNA unwinding, Cy5 molecular beacon fluorescence; inhibition, % at 10.9 µM; 290,000 tested, 0.56% active; AID 1800;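 active = inhibition above the mean of all tested compounds plus 3 SD, set per campaign, cut at about 35% in these data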;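 also: 0% = DMSO wells and 100% = thioflavine S control wells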
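Assay system – hepatitis C virus NS3 helicase domain fragment enzyme · Buffer or medium – MOPS pH 6.5, MgCl2, DTT, Tween20, BSA · Reagent – Cy5/quencher beacon DNA duplex and ATP to start · Compound – single 10.9 µM dose · Timing – 1 h at 25 °C · Technique – Cy5 beacon fluorescence read at start and 1 h · Measure – % inhibition of unwinding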
IDE act = IDE (human) activation, cell-based; P14735; HEK cells, FAbeta-B cleavage, fluorescence polarization; 0% vehicle, 100% cell-free pure enzyme wells; activation, % at 5.96 µM; 340,000 tested, 0.073% active; AID 493087;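 active = activation above the mean of all tested compounds plus 3 SD, set per screening campaign, cut at about 17% in these data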
p-CIP stab down = lowers stability of the mouse p/CIP coactivator protein; F442A p/CIP-EGFP cells, EGFP fluorescence, 16 h; decrease of EGFP signal, % at 10 µM; 290,000 tested, 0.01% active; AID 1984;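 active = EGFP signal decrease of at least 30% at 10 µM or well 3 SD below plate mean, unless failing retest; inactive = the rest, including hits failing retest or dose response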; also: some compounds called inactive have numbers as strong as hits; many of its hits are not listed in these tables
Target sequence (Q05BA5 1-1403): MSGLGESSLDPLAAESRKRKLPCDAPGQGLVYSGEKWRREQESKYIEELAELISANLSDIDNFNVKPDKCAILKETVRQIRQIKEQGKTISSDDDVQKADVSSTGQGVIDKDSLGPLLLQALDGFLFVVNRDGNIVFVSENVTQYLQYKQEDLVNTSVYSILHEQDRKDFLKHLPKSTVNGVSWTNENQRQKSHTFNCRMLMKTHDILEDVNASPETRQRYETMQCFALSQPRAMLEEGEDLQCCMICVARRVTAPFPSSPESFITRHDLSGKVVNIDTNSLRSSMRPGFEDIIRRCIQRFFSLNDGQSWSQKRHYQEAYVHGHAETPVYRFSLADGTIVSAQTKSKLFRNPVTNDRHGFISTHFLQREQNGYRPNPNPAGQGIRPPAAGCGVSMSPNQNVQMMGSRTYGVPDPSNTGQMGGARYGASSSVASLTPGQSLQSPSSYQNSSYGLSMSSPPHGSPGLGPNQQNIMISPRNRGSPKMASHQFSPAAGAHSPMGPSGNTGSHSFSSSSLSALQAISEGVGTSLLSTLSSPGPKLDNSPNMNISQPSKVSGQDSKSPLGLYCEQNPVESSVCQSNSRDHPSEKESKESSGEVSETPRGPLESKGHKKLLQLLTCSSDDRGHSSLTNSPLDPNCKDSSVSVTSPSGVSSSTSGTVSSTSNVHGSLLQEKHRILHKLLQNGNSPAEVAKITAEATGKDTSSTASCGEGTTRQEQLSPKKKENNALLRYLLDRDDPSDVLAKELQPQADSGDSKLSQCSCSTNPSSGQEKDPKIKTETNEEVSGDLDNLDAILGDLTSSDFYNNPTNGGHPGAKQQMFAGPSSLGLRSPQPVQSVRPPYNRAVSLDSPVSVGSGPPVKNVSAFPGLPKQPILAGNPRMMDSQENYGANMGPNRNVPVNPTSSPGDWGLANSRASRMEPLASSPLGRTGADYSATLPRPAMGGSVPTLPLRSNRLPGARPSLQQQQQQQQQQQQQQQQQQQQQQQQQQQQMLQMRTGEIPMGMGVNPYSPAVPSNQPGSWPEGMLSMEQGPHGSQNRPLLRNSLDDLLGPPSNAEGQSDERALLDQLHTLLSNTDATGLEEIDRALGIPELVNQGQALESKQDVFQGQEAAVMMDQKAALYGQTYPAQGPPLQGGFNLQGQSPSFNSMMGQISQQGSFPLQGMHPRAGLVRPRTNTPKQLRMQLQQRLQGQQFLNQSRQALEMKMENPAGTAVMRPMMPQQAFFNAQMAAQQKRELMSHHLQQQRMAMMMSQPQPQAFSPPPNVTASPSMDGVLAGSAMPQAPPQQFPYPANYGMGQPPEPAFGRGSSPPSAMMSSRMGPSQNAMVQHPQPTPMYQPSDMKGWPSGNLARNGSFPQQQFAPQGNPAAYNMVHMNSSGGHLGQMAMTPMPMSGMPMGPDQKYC
SUMO HTRF inh = blocks human SUMOylation mediated by UBC9; inhibition, % at 35 µM; P63279; HTRF SUMOylation assay, SAE1/SAE2 + UBC9, in vitro; AID 2006; 290,000 tested, 0.36% active; in the data active = inhibition above about 50%, passing the limit was not always enough; also: strong numbers were not always called active
VIM-2 inh = inhibitors of Pseudomonas aeruginosa VIM-2 metallo-beta-lactamase; 290,000 tested, 0.89% active; AID 1527; purified VIM-2, nitrocefin hydrolysis, epi-absorbance fluorescence; inhibition, % at 5.6 µM;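 active = inhibition above the mean of all tested compounds plus 3 SD, cutoff set per screening run, cut at about 7.5% in these data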;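 also: red hydrolysis product quenches plate fluorescence so inhibitors raise well fluorescence; 0% = enzyme with DMSO and 100% = DMSO without enzyme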
Starred values were filed as active, the others as inactive; / = no result given; [ ] = remark or other dose. These rows are one share of the data; the hit share may differ from the screen's.

| cpd | mol | PHOSPHO1 block | MEKK3 PB1 HTS | HCV NS3 hel inh | SUMO HTRF inh | IMP-1 inh | IDE act | p-CIP stab down | FID counter | VIM-2 inh |
| --- | --- | --- | --- | --- | --- | --- | --- | --- | --- | --- |
| 1 | CCOC(=O)COc1c(C=O)cc(Br)cc1OC | 4 | 106 | 5 | 6 | -2.7 | 4 | -6 | 6 | -7.9 |
| 2 | CSc1ccc(C(=S)N2CCN(C)CC2)cc1 | 14 | 95 | -1 | 7 | -0.5 | -1 | -3 | 0 | -2.7 |
| 3 | COCCn1c(-c2ccc(Cl)cc2)cnc1SCC(=O)NCCc1ccc(OC)c(OC)c1 | -29 | 105 | 1 | -9 | -2.4 | 1 | 6 | -47 | -1.1 |
| 4 | O=C(Cc1cccs1)Nc1ccc(-c2nnn(CC(=O)N3CCOCC3)n2)cc1 | 3 | 107 | 6 | 33 | -1.2 | / | 0 | -1 | -1.1 |
| 5 | CCOC(=O)C1CCN(C(=O)Cc2ccc(OC)c(OC)c2)CC1 | 2 | 81*[inhibitor] | 9 | -17 | -3.6 | 1 | -9 | -16 | -0.5 |
| 6 | CC(C)(NC(=O)c1cc(Cl)c2ccccc2c1O)C(=O)O | -3 | 89 | 21 | 8 | -0.9 | 0 | 14 | -14 | -2.1 |
| 7 | O=C(CC(c1ccc(F)cc1)c1ccco1)Nc1nccs1 (stereo not given) | 29 | 95 | -5 | -3 | -2.3 | 4 | -2 | -7 | -1.0 |
| 8 | CCc1ccc(-n2c(=S)sc3c(=O)n(-c4ccccc4C)c(SCC(=O)O)nc32)cc1 | 26 | 104 | -5 | 1 | -2.0 | 0 | -6 | -11 | -4.5 |
| 9 | CC(=O)C1=C(O)CCCC1=NCc1nc2ccccc2[nH]1 | 6 | 89 | -12 | -19 | -2.4 | -6 | 3 | -5 | -2.4 |
| 10 | COc1ccc(/C(C)=N/NC(=O)CNC(=O)c2cccnc2)cc1OC | 14 | 106 | 3 | 11 | -3.4 | 3 | -6 | -7 | -2.8 |
| 11 | Cc1cc(NS(=O)(=O)c2ccc(NC(=O)C(C)Oc3ccc(C(C)C)cc3)cc2)no1 (stereo not given) | 32 | 96 | -26 | 4 | -0.9 | 2 | 6 | -42 | -0.6 |
| 12 | COc1ccc(NC(=O)CC(C)NCCCN2CCCC2=O)cc1 (stereo not given) | 39 | 100 | 0 | 10 | -2.0 | -7 | -13 | 1 | -1.2 |
| 13 | Cc1cccc(CN2C(=O)CSc3ccc(C(=O)NC4CC4)cc32)c1 | 40 | 105 | 9 | 16 | -2.2 | 2 | -4 | -27 | -2.4 |
| 14 | CCOc1ccc(OCC(=O)OCn2c(SC)nnc(C)c2=O)cc1 | -14 | 130 | -8 | 5 | -2.6 | 4 | 2 | 2 | 1.2 |
| 15 | CCOC(=O)c1ccc(NC(=O)CN2C(=O)C(C)SC(C)C2=O)cc1 (stereo not given) | -6 | 102 | -1 | 12 | -2.8 | 2 | -5 | -7 | -0.9 |
| 16 | Cc1ccc(C(=O)NC(=S)NNC(=O)c2ccccc2[N+](=O)[O-])cc1 | 7 | 101 | 0 | 11 | -1.9 | -8 | -3 | 1 | -3.9 |
| 17 | CC(C)C(=O)N1CCN(c2nc(-c3ccccc3)c3c(c2C#N)CCCC3)CC1 | 11 | 101 | -5 | -7 | 1.8 | 1 | 7 | -11 | -2.5 |
| 18 | COCCNC(=O)CCc1c(C)nc2c(c(C)nn2-c2ccc(C)cc2)c1C | 28 | 97 | -4 | 4 | -3.9 | 3 | -8 | -34 | -0.3 |
| 19 | O=C1C2C3C=CC(CC3)C2C(=O)N1/N=C/c1c[nH]c2ccccc12 (stereo not given) | -23 | 102 | 5 | -3 | -0.7 | 2 | 0 | -3 | -1.4 |
| 20 | CC1CCc2nc3ccc(S(=O)(=O)N4CCC(C(=O)O)CC4)cc3c(C(=O)O)c2C1 (stereo not given) | 15 | 102 | -8 | 9 | -1.7 | -2 | -5 | -8 | -2.1 |
| 21 | Cc1cc(C)c[n+](C(C)C(=O)c2ccc(Cl)cc2)c1 (stereo not given) | 4 | 106 | -3 | 6 | -1.1 | 0 | -3 | 0 | -2.2 |
| 22 | COc1ccc(S(=O)(=O)NCc2ccccc2Cl)cc1OC | -7 | 95 | 3 | 24 | -0.1 | 2 | 1 | -3 | -2.7 |
| 23 | N#Cc1c(-c2cccc(Cl)c2)[nH]c(=S)[nH]c1=O | 28 | 72 | 12 | 14 | -1.1 | 3 | -2 | -5 | 0.7 |
| 24 | CC(=O)Oc1ccc2c(c1)O/C(=C\c1ccncc1)C2=O | 26 | 87 | -2 | 49 | -1.7 | 2 | 6 | 2 | 0.9 |
| 25 | CS(=O)(=O)Oc1ccc(/C=C2\C(=N)N3N=C(CC(=O)N4CCOCC4)SC3=NC2=O)cc1Cl | 22 | 100 | 17 | -2 | -3.5 | 4 | -10 | -12 | -1.7 |
| 26 | Cc1cccc(N2CCN(C(=O)C3CCN(S(=O)(=O)N4CCOCC4)CC3)CC2C)c1 (stereo not given) | 30 | 101 | -13 | 14 | -0.5 | -3 | 7 | -31 | -1.1 |
| 27 | CCOC(=O)C1=C(C)OC(N)=C(C#N)C1c1ccc(C)s1 (stereo not given) | -10 | 102 | -7 | 12 | 0.1 | 0 | 9 | -8 | 1.1 |
| 28 | O=C(OCN1C(=O)c2ccccc2C1=O)c1cccc(S(=O)(=O)N2CCOCC2)c1 | 10 | 107 | -1 | -8 | -3.2 | 1 | -17 | -27 | -1.9 |
| 29 | COc1ccccc1CCCNC(=O)C1CCC(=O)N(Cc2ccccc2F)C1 (stereo not given) | -52 | 98 | -14 | 6 | 0.3 | 5 | 6 | -23 | -1.5 |
| 30 | CN1/C(=C\C=Nc2ccc3ccccc3c2)C(C)(C)c2ccccc21 | 12 | 107 | 8 | 15 | -2.7 | -3 | -36 | 5 | 1.8 |
| 31 | Cc1cc(/C=C2\Sc3ccccc3N2C)cc(C)[n+]1CC1CCCO1 (stereo not given) | -13 | 94 | 10 | 1 | -1.3 | / | -66 | 4 | -0.7 |
| 32 | CCOc1ccc(C(=O)N2CCN(c3cnn(-c4ccccc4)c(=O)c3Cl)CC2)cc1 | 24 | 102 | 40* | 4 | -2.1 | -2 | -1 | -5 | -1.1 |
| 33 | CS(=O)(=O)/C(C#N)=C/c1cccn1S(=O)(=O)c1ccccc1 | 5 | 103 | 0 | -3 | -5.7 | 0 | -1 | -4 | -5.4 |
| 34 | CC1CCC(C(C)C)C(OCC(O)CNC(C)C)C1 (stereo not given) | 37 | 101 | -10 | -7 | -2.3 | 2 | -13 | 15 | -1.0 |
| 35 | O=C(N/C(=C/c1ccc(F)cc1)C(=O)N1CCCC1)c1ccccc1 | 35 | 102 | 4 | -9 | -2.1 | 0 | -7 | -22 | -0.8 |
| 36 | O=C(COc1cccc2ccccc12)N/N=C/c1ccc(Sc2nc3ccccc3s2)o1 | 54 | 111 | 2 | 14 | -2.4 | 3 | 2 | -3 | -3.7 |
| 37 | COc1ccc(Cl)cc1Nc1cc(C)nc2nc(C)nn12 | -23 | 107 | 1 | -10 | -2.5 | 2 | 1 | -6 | 10.0* |
| 38 | O=C(/C=C\c1ccco1)Nc1ccc(N2CCN(C(=O)c3ccccc3)CC2)cc1 | 2 | 105 | -2 | -15 | -2.5 | 0 | -4 | -8 | -3.5 |
| 39 | COc1ccc(NS(=O)(=O)c2ccc(N3CCOCC3)c(NC(=O)c3ccccc3Cl)c2)cc1 | -3 | 100 | -14 | -22 | -0.7 | 1 | 3 | -12 | -0.7 |
| 40 | C/C(=N\Nc1cccc2cccnc12)c1ccccc1O | -43 | 105 | -12 | 3 | -2.3 | -2 | -1 | 1 | 3.1 |
| 41 | CCn1c(SCC(=O)Nc2cccc(C)c2)nc2nc3c(cc2c1=O)COC(C)(C)C3 | 16 | 102 | 8 | -4 | -5.1 | -4 | -3 | -19 | -2.1 |
| 42 | CCOC(=O)Cc1cc(=O)[nH]c(/N=C(\N)Nc2ccc(C)c(C)c2)n1 | 34 | 98 | -3 | 8 | -2.2 | -7 | -5 | -21 | -1.6 |
| 43 | CCCSc1nc2cc(C)c(C)cc2n1CC(C)O (stereo not given) | 28 | 105 | 2 | 18 | -3.4 | 3 | 17 | -9 | -2.2 |
| 44 | CCNC(=S)Nc1sc2c(c1C#N)CCC(C)C2 (stereo not given) | -2 | 101 | -12 | 0 | -3.0 | -5 | -7 | -2 | -2.9 |
| 45 | O=C(/C=C/c1ccc(O)cc1)c1c(O)cc(O)cc1O | 31 | 108 | / | 0 | / | 4 | -2 | / | / |
| 46 | O=C(O)CCNC(=O)/C(=C/C=C/c1ccccc1)NC(=O)c1ccccc1 | -1 | 103 | 5 | -4 | 0.4 | 1 | 6 | -21 | -0.5 |
| 47 | Cc1ccc(S(=O)(=O)N2C(=O)CCC2C(=O)N2CCCCC2)cc1 (stereo not given) | 32 | 100 | 6 | -18 | 1.1 | 3 | 2 | -20 | 0.0 |
| 48 | CCCC(=O)Nc1ccc(C#Cc2ccccc2)cc1 | -8 | 101 | 1 | -13 | -2.4 | 1 | -9 | -7 | -3.5 |
| 49 | Cc1cccc(C(=O)NCc2nnc(SCC(=O)NC3CCCC3)n2C)c1 | 36 | 96 | -3 | 7 | -1.8 | -1 | 2 | -10 | 0.3 |
| 50 | Cc1cc(N)n(-c2ccccn2)n1 | 6 | 90 | 6 | 3 | -4.2 | 6 | -14 | -13 | -3.8 |
| 51 | CN(C)S(=O)(=O)Nc1cccc(NC(=O)CC23CC4CC(CC(C4)C2)C3)c1 | -5 | 98 | 13 | -4 | -2.9 | 4 | 5 | -29 | -0.4 |
| 52 | COc1ccccc1/C=C\C(=O)NCC(=O)N/N=C(/C)c1cccc([N+](=O)[O-])c1 | 4 | 101 | -9 | 14 | -4.3 | -3 | 5 | -20 | -4.5 |
| 53 | Cc1cc(C(=O)OCC(=O)Nc2c(F)cccc2F)c(C)n1-c1ccccc1 | 64* | 107 | 1 | 0 | -2.5 | 8 | -8 | -27 | -1.8 |
| 54 | O=C(NCc1ccco1)c1ccc2c(=O)n(-c3ccccc3)c(=S)[nH]c2c1 | 24 | 94 | 2 | -48 | -1.8 | 1 | -2 | 2 | 1.5 |
| 55 | Cc1cc(C(=O)NCc2cc(F)cc3c2OCOC3)nn1C | 10 | 96 | 4 | 13 | -1.8 | 9 | 8 | 0 | -2.0 |
| 56 | CC(C)c1ccccc1OCCCCCNCCO | 1 | 105 | -16 | -11 | -1.6 | 4 | -3 | 14 | 0.7 |
| 57 | Cc1ccc(CC(=O)NCC(C)C)cc1 | -14 | 93 | -4 | 16 | -1.2 | -2 | -8 | 3 | -2.2 |
| 58 | O=C(NCCCn1ccnc1)/C(=C/c1cccnc1)NC(=O)c1ccco1 | 28 | 110 | -6 | 5 | -2.5 | 0 | 2 | 0 | -2.0 |
| 59 | CCc1ccccc1OCc1nnc(N)s1 | 4 | 112 | 4 | 28 | -2.3 | 1 | -2 | -5 | -2.5 |
| 60 | COc1ccccc1-n1c(SCC(=O)N(C)C2CCS(=O)(=O)C2)nc2ccccc2c1=O (stereo not given) | 10 | 94 | -3 | 22 | -1.4 | 1 | -4 | -20 | -1.1 |

Source: PubChem BioAssay (several laboratories)
